Screens: PubChem, several laboratories
SKKanGAS inh: S. pyogenes SKKanGAS growth inhibitors in kanamycin, primary screen, streptokinase expression inhibitor project, SKKanGAS strain, BacTiter-Glo luminescence; 300,000 tested, 1.3% active; inhibition, % at 7.5 µM; 6 h; AID 1662, 2009;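 active means mean replicate score, as percent of positive control median, at least 50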;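 further: strain carries kanamycin resistance gene driven by streptokinase promoter and grows in 40 µg/ml kanamycin; loss of luminescence reflects streptokinase promoter inhibition or plain growth inhibition; 0% = median of DMSO wells and 100% = positive control at its reference dose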
TRPC4 act: activators of mouse TRPC4 channel, primary screen, Fluo4 calcium, HEK293 TRPC4beta/mu-opioid cells | Short transient receptor potential channel 4 (Mus musculus), Q9QUQ5 | Fluo4 calcium fluorescence; active compounds read high | B-score at 10 µM | 310,000 tested, 0.49% active;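 active means B-score above 5 SD of library B-scores, and initial fluorescence ratio not above library mean plus 5 SD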;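 further: positive B-score marks a calcium rise read as TRPC4 activation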
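Test system: HEK293 cells stably co-expressing mouse TRPC4beta and mu-opioid receptor | Schedule: Fluo4 dye loading 45 min at room temperature, 110 s recording | Measured by: Kinetic Fluo4 calcium fluorescence, 5 s baseline at 1 Hz | Evaluation: B score of integrated ratio | Controls: Buffer (low) and maximal DAMGO (high)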
IEC-6 tox: cytotoxicity in IEC-6 intestinal epithelial cells, primary screen, cytotoxicity control for KLF5 inhibitor project, cell-based, luminescence; 290,000 tested, 0.78% active; inhibition, % at 5 µM; IEC-6 cytotoxicity, luminescence viability; in the data active means inhibition above about 22%;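 further: 0% = plate median of test compound wells and 100% = cytotoxic reference compound wells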
TRPC4 inh: inhibitors of mouse TRPC4 channel, primary screen, Fluo4 calcium, HEK293 TRPC4beta/mu-opioid cells | Short transient receptor potential channel 4 (Mus musculus), Q9QUQ5 | DAMGO-evoked Fluo4 calcium flux; active compounds read low | B-score at 10 µM | 300,000 tested, 0.39% active | AID 2247, 2010;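 active means B-score over 3 SD under the library average, no early fluorescence shift, positive overall ratio signal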
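Assay system: HEK293 cells with stable TRPC4beta plus mu-opioid receptor expression. Dosing: single dose. Measured by: Fluo4 Ca2+ flux fluorescence. Also added: DAMGO in two steps, submaximal then maximal. Read-out: B score from integrated Fluo4 fluorescence ratio.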
TRPC6 activator: mouse TRPC6 channel activators, primary screen, cell-based, HEK293, membrane potential dye; Short transient receptor potential channel 6 (Mus musculus), Q61143; AID 2550, 2010; HEK293-TRPC6 membrane potential dye fluorescence; active compounds read high; B-score at 10 µM; 310,000 tested, 0.13% active;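 active means B-score of the integrated fluorescence ratio above library mean plus 3 SD, and starting fluorescence ratio within library mean plus 5 SD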;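 further: higher score means more depolarization so channel activation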
Target sequence (Q61143 whole entry, looked up): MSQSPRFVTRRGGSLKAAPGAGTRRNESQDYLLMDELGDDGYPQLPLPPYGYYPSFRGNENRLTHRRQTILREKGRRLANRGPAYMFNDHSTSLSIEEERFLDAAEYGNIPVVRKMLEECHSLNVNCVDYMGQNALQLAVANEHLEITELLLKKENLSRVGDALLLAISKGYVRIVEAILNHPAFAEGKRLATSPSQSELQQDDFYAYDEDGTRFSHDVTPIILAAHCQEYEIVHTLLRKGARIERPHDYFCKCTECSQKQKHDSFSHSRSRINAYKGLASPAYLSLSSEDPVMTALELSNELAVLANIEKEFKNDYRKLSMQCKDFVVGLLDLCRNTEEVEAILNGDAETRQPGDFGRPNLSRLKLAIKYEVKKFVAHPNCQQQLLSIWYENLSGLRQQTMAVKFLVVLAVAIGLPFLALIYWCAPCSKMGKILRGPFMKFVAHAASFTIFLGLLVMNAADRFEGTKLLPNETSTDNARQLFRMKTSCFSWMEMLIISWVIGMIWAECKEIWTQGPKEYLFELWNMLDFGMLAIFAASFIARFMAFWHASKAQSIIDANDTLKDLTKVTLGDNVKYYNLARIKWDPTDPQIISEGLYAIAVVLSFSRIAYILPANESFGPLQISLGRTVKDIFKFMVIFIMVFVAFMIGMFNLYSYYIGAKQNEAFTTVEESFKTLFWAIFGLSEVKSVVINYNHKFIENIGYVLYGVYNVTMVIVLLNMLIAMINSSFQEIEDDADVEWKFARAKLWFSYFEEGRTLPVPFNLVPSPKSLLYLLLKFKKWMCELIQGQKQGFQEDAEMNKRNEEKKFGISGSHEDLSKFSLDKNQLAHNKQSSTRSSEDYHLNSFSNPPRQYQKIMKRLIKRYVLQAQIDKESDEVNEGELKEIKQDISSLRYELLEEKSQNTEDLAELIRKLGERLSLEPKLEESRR
aSyn UTR inh: MLPCN primary screen, SNCA 5' untranslated region. alpha-synuclein 5'UTR reporter, inhibitor activity. inhibition, % (tested at 7.5 µM). 300,000 tested, 0.82% active. AID 1813, 2009; in the data active means inhibition above about 60%;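 further: H4 neuroglioblastoma cells stably carrying SNCA 5'UTR luciferase fusion; 0% = DMSO wells and 100% = positive control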
MrgX1 antagonist: antagonists of human MrgX1 receptor, primary screen, HEK293 cells, Fluo-4 calcium flux | 310,000 tested, 1.3% active | BAM8-22 antagonism; active compounds read low | B-score at 10 µM | AID 588676, 2011 | Mas-related G-protein coupled receptor member X1 (Homo sapiens), Q96LB2;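 active means calcium-response B-score plate-corrected more than 3 library SD below zero, starting fluorescence within 5 deviations, no agonist response on first addition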;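 further: peak minus trough fluorescence over baseline after final BAM8-22 challenge near maximal dose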
TRPC6 inhibitor: mouse TRPC6 channel inhibitors, primary screen, cell-based, HEK293, membrane potential dye | AID 2553, 2010 | ACh-evoked depolarization; active compounds read low | 310,000 tested, 1.1% active | Short transient receptor potential channel 6 (Mus musculus), Q61143 | B-score at 10 µM;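 active means B-score under library mean minus 3 SD, initial fluorescence not abnormally high, positive integrated signal ratio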;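 further: B-score derived from integrated fluorescence ratio over the kinetic read; more negative B-score means stronger inhibition of depolarization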
HIF activator: HIF pathway transcriptional activators, primary screen, cell-based, U2OS HRE-luciferase, luminescence; U2OS HRE-luciferase reporter; normalized: DMSO 0%, desferrioxamine 100%; activation, % at 7.5 µM (by protocol); 300,000 tested, 0.32% active;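 active means mean activation of at least 10% of the iron chelator positive control signal, with at least half of replicates also reaching 10%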
KLF5 inhibitor: KLF5 expression inhibitors, primary screen, DLD-1 cells, luminescence. DLD-1 KLF5 promoter-luciferase reporter. inhibition, % at 5 µM. 290,000 tested, 0.23% active. AID 1700, 2009;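 active means inhibition above a per-plate limit of that plate's mean compound inhibition plus 3 SD, cut at about 60% in these data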;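 further: 0% = DMSO wells and 100% = LY294002 at 200 µM; higher means less KLF5 promoter-driven luciferase light; inactives centre near -14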
TRPC4 potent: positive allosteric modulators of TRPC4, primary screen, cell-based, mouse TRPC4beta, HEK293 mu-opioid, Fluo-4 calcium. Short transient receptor potential channel 4 (Mus musculus), Q9QUQ5. 310,000 tested, 0.42% active. B-score at 10 µM. DAMGO EC20, Fluo-4 Ca2+ flux; active compounds read high;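 active means B-score of calcium response area above 5 SD of library B-scores, with initial fluorescence ratio within 5 SD of library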;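 further: B-score of integrated fluorescence ratio over time as area under calcium response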
The depositor's hits bear a star; i = inactive; · = no result given.

Each structure is followed by: TRPC6 activator, IEC-6 tox, TRPC4 inh, HIF activator, SKKanGAS inh, KLF5 inhibitor, aSyn UTR inh, TRPC4 act, MrgX1 antagonist, TRPC4 potent, TRPC6 inhibitor
> Cc1[nH]c2ccc(C(=O)NCCCN(C)C3CCCCC3)cc2c1C
→ i, -1, i, 0.3, -4, -12, -14, i, i, i, i
> CCCOc1ccc(C(=O)CCC(=O)NNC(=O)c2ccncc2)cc1
→ i, 2, i, -0.1, ·, -16, 8, i, i, i, i
> O=C(c1[nH]ncc1-c1ccc(Cl)cc1)C1CO1 (stereo not drawn)
→ i, -3, i, 2.0, -4, -14, -10, i, i, i, i
> CCc1nc(SCC(=O)NCCc2ccccc2)c2oc3ccccc3c2n1
→ i, -6, i, 0.1, -7, -21, -1, i, i, i, i
> S=c1[nH]nc(CSCCOc2ccccc2)o1
→ i, -1, i, -0.3, -1, -23, 11, i, i, i, i
> CN(C)C(=O)/C(=C/c1cn(-c2ccccc2)nc1-c1cccc([N+](=O)[O-])c1)NC(=O)c1ccccc1
→ i, 2, i, -0.2, 8, -24, -3, i, i, i, i
> O=C(O)CC12CC3CC(C1)CC(n1ncc(NCc4ccc(F)cc4Cl)c(Cl)c1=O)(C3)C2
→ i, 2, i, -1.0, 38, -10, 22, i, i, i, i
> CCOC(=O)N1CCN(C(c2ccc(C(C)C)cc2)c2sc3nc(C)nn3c2O)CC1 (stereo not drawn)
→ i, 5, i, -0.2, -3, -18, -7, i, i, i, i
> O=C(CO)N/N=C/c1cccc(Cl)c1Cl
→ i, -9, i, 1.5, 1, -28, -14, i, i, i, i
> C/C(=N/N=C/c1ccccc1O)c1ccccc1O
→ i, 2, i, 4.4, 0, -140, -240, i, i, i, i
> Cc1cnc(NC(=O)Cc2ccc(Br)cc2)s1
→ i, -6, i, -0.8, 15, -17, -10, i, i, i, i
> CCCn1c(=N)n(CCOc2ccc(OC)cc2)c2ccccc21
→ i, 7, i, 0.1, -1, -18, 5, i, i, i, i
> CCCCOc1ccc(C(=O)N=c2sccn2C)cc1OC
→ i, 4, i, 3.7, 4, -118, -164, i, i, i, i
> O=C(N=C1SC2CS(=O)(=O)CC2N1Cc1ccc(F)cc1)C1CC1 (stereo not drawn)
→ i, 0, i, -0.1, -1, -6, -6, i, i, i, i
> Cc1ccccc1N1CCN(CC(=O)Nc2nccs2)CC1
→ i, -4, i, -2.7, 13, 4, -10, i, i, i, i
> Cc1c(Cl)c([N+](=O)[O-])nn1CC(=O)N1CCCC1
→ i, -1, i, -0.1, -10, -33, 4, i, i, i, i
> Cc1cc(C)nc(SCC(=O)c2ccc([N+](=O)[O-])cc2)n1
→ i, 2, i, -9.9, 6, 20, -10, i, -6.1*, i, i
> CC(=O)Nc1cccc2c1C(=O)N(c1ccccc1OC(C)=O)C2=O
→ i, 1, i, -1.1, 17, -9, 15, i, i, i, i
> O=C(c1ccccc1Cl)N(Cc1ccccc1F)N1C(=O)CCCC1=O
→ i, 10, i, 0.3, -4, -17, 6, i, i, i, i
> CN(C)S(=O)(=O)c1ccc(C(=O)Nc2nnc(SCc3cccc4ccccc34)s2)cc1
→ i, -6, i, 0.6, 0, 6, 10, i, i, i, i

The list goes on; it opens with the 2 that closed the last part.
Each structure is followed by: TRPC6 activator, IEC-6 tox, TRPC4 inh, HIF activator, SKKanGAS inh, KLF5 inhibitor, aSyn UTR inh, TRPC4 act, MrgX1 antagonist, TRPC4 potent, TRPC6 inhibitor
> O=C(c1ccccc1Cl)N(Cc1ccccc1F)N1C(=O)CCCC1=O
→ i, 10, i, 0.3, -4, -17, 6, i, i, i, i
> CN(C)S(=O)(=O)c1ccc(C(=O)Nc2nnc(SCc3cccc4ccccc34)s2)cc1
→ i, -6, i, 0.6, 0, 6, 10, i, i, i, i
> CCc1nnc(NC(=O)CSc2nc(-c3ccccc3)cc(-c3ccc(OC)cc3)c2C#N)s1
→ i, -6, i, 0.3, -10, -43, 12, i, i, i, i
> COc1ccc(NC(=O)c2ccc(Br)o2)cc1
→ i, 1, i, 3.4, -3, -81, -159, i, i, i, i
> Cc1cccc(C)c1NC(=O)C(C)N1CCCCC1 (stereo not drawn)
→ i, -2, i, -0.4, 3, -16, 19, i, i, i, i
> CC1CN(C(=O)Cn2cc(SCC(=O)N3CCOCC3)c3ccccc32)CC(C)O1 (stereo not drawn)
→ i, -6, i, -0.2, 3, -4, -2, i, i, i, i
> O=c1c2[nH]cnc2n(-c2cccc(Br)c2)c(=O)n1Cc1ccccc1
→ i, 2, i, -1.1, 1, -12, 28, i, i, i, i
> Cc1ccc(NC(=O)CSC(C)C(=O)OCC(=O)N2CCN(C(=O)c3ccco3)CC2)cc1 (stereo not drawn)
→ i, ·, i, 0.9, 1, ·, 7, i, i, i, i
> CC(NS(=O)(=O)c1ccccc1)c1n[nH]c(=S)n1-c1ccccc1 (stereo not drawn)
→ i, -1, i, -1.4, -4, -24, 15, i, i, i, i
> CCC1Oc2ccc(C)cc2N(CC(=O)N(Cc2cccnc2)Cc2cccc(F)c2)C1=O (stereo not drawn)
→ i, -2, i, 0.3, 4, -31, 13, i, i, i, i
> COC(=O)c1ccc(S(=O)(=O)c2ccc(C(=O)OC)s2)s1
→ i, -6, i, -0.4, -8, -1, -2, i, i, i, i
> CCN1CCN(S(=O)(=O)c2ccc(Cl)c(C(=O)Nc3cc(Cl)ccc3N3CCOCC3)c2)CC1
→ i, 0, i, 0.2, 2, -17, -4, i, i, i, i
> CCCCn1c(=N)n(CC(O)COc2ccccc2)c2ccccc21 (stereo not drawn)
→ i, 1, i, 0.0, 1, -10, -7, i, i, i, i
> CCCCOC(=O)C1[C@H]2C(=O)N(Cc3cccs3)C[C@]23C=C[C@H]1O3 (stereo partly drawn)
→ i, 0, i, -0.3, 1, -6, 27, i, i, i, i
> COc1cccc(-n2nnnc2SCC(=O)Nc2nc3c(s2)CCCC3)c1
→ i, 5, i, 1.3, 21, -48, -32, i, i, i, i
> N#Cc1ccc(NC(=O)Nc2cccc(C#N)c2)cc1
→ i, 6, i, -3.4, 0, -10, -33, i, i, i, i
> COc1ccc(CCC(=O)NCc2cn3ccccc3n2)cc1
→ i, -1, i, 0.0, -6, 7, 0, i, i, i, i
> Cc1[nH]c2ccccc2c1C(=O)COC(=O)c1c(-c2c(F)cccc2Cl)noc1C
→ i, -2, i, -0.9, -6, -29, 12, i, i, i, i
> FC(F)(F)c1ccc(NCc2ccccn2)nc1
→ i, -4, i, 2.2, -1, -43, -167, i, i, i, i
> CN1/C(=C\C=N\NC(=O)c2ccccc2Br)C(C)(C)c2ccccc21
→ i, 6, i, 0.3, 4, -17, 9, i, i, i, i
> COc1ccc(C(=O)OC/C(O)=C(\C#N)c2nc3ccccc3[nH]2)cc1S(=O)(=O)N1CCOCC1
→ i, -4, i, 0.1, 6, 0, 12, i, i, i, i
> CN(CC(=O)Nc1ccccc1Cl)C(=O)COC(=O)c1ccc([N+](=O)[O-])cc1Cl
→ i, ·, i, -0.3, -5, ·, 2, i, i, i, i

Just HIF activator, for some of the entries so far:
| mol | HIF activator |
| --- | --- |
| CCN1CCN(S(=O)(=O)c2ccc(Cl)c(C(=O)Nc3cc(Cl)ccc3N3CCOCC3)c2)CC1 | 0.2 |
| CCCCn1c(=N)n(CC(O)COc2ccccc2)c2ccccc21 (stereo not drawn) | 0.0 |
| CCCCOC(=O)C1[C@H]2C(=O)N(Cc3cccs3)C[C@]23C=C[C@H]1O3 (stereo partly drawn) | -0.3 |

Continuation.
Each structure is followed by: TRPC6 activator, IEC-6 tox, TRPC4 inh, HIF activator, SKKanGAS inh, KLF5 inhibitor, aSyn UTR inh, TRPC4 act, MrgX1 antagonist, TRPC4 potent, TRPC6 inhibitor
> Cc1ccccc1CNC(=O)Cn1ccc2cc(S(=O)(=O)N3CCCCCC3)ccc21
→ i, 7, i, -0.3, 2, -18, 4, i, i, i, i
> N#Cc1ccc(OCCOCCNC2CCCC2)cc1
→ i, 4, i, -0.2, 2, -32, 8, i, i, i, i
> COc1ccc(-c2cc(=O)c3ccccc3n2C)cc1
→ i, -4, i, 1.6, -8, 5, 2, i, i, i, i
> COC(Cc1n[nH]c(=S)n1-c1ccc(Cl)cc1)OC
→ i, -3, i, 0.0, 0, 3, 21, i, i, i, i
> CC(=O)N1CC(C)Sc2ccc(S(=O)(=O)NC3CCCCC3C)cc21 (stereo not drawn)
→ i, 0, i, -0.4, 2, -22, 10, i, i, i, i
> C/C(=N\O)c1c(O)cc(-c2ccccc2)n(-c2ccccc2)c1=O
→ i, -8, i, -0.7, -7, -4, 14, i, i, i, i
> Cc1nc(NC(=O)c2cccc(Cl)c2)sc1-c1csc(Nc2cccc(Cl)c2)n1
→ i, -3, i, 1.5, 26, -44, -44, i, i, i, i
> CN(C)S(=O)(=O)c1ccc(N)c([N+](=O)[O-])c1
→ i, -2, i, -8.7, -8, -23, 9, i, i, i, i
> O=C1NN=C(c2ccccc2)CC1c1ccc(Cl)cc1Cl (stereo not drawn)
→ i, -1, i, -0.3, 1, 18, 26, i, i, i, i
> CCc1nc2c(c(=O)c3ccccc3n2C)c(=O)n1CCc1ccc(OC)cc1
→ i, 26*, i, -0.4, 6, -1, 74*, i, i, i, i
> O=C(NC1=NCCS1)c1ccc(Cl)cc1
→ i, 1, i, 2.9, -2, -128, -180, i, i, i, i
> CN(CC(=O)Nc1cccc(F)c1)C(=O)/C=C/c1cc(Br)ccc1OC(F)F
→ i, ·, i, 0.2, 0, ·, 4, i, i, i, i
